Screening results: PubChem BioAssay, several laboratories
S1P3 antag = blocks the human S1P3 receptor; Q99500; CHO S1P3 NFAT-BLA reporter, FRET fluorescence, antagonist mode; inhibition, % at 4.98 µM; 170,000 compounds, 0.27% hits; AID 485;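 active = inhibition above the plate cutoff, the mean inhibition of test wells on that plate plus 3 SD, cut at about 28% in these data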;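 note: cells challenged with S1P at its EC80 of 0.8 µM; blue over green emission ratio from cleaved BLA substrate after 4 h stimulation; 0% = S1P-stimulated wells and 100% = unstimulated DMSO-only wells; some compounds past the cut are filed as inactive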
Target sequence (Q99500 whole entry, looked up): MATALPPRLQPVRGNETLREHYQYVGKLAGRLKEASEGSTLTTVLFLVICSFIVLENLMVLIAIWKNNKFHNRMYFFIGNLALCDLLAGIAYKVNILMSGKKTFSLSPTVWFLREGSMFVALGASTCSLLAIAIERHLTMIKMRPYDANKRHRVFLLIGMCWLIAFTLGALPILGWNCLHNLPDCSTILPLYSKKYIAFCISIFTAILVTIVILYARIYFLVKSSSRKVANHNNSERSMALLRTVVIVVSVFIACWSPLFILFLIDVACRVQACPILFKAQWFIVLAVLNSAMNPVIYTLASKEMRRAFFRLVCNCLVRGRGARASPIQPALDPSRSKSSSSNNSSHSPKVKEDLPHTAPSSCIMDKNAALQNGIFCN
PPARg SRC-1 ag = PPARgamma-driven SRC-1 recruitment agonism | P37231 | PPARgamma-SRC-1 coactivator recruitment biochemical assay | AID 631 | activation, % at 8 µM | 200,000 compounds, 0.41% hits; in the data active = activation above about 19%;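 note: 0% = DMSO and 100% = reference agonist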
STAT3 act = activators of IL-6 induced STAT3 signaling; U3A cells, IL-6 STAT3-luciferase reporter, luminescence; 100% = signal with IL-6 EC80 alone; activation (% of control), % at 5.6 µM; 190,000 compounds, 0.91% hits;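 active = activation above the screen-wide mean of compound activation plus 3 SD, cut at about 130% in these data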;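 note: 0% = background luminescence of wells with medium and substrate only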
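Detection: reporter luminescence signal / Assay system: STAT1-lacking human U3A cells, STAT3 luciferase reporter / Incubation: compound pre-incubation 1 h before IL-6, then 6 h stimulation at 37 °C / Control set: IL-6-only high control / Read-out: % activation relative to IL-6 control / Probe or stimulus: Interleukin-6, 33 ng/mL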
PPARg SRC-3 ag = PPARgamma-driven SRC-3 recruitment agonism | 200,000 compounds, 0.26% hits | AID 731 | biochemical PPARgamma/SRC-3 coactivator recruitment assay | activation, % at 8 µM | P37231; in the data active = activation above about 23%;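 note: 0% = DMSO and 100% = reference agonist; some compounds past the cut are filed as inactive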
PPARg SRC-2 ag = promotes SRC-2 coactivator recruitment by human PPARgamma; P37231; PPARgamma LBD-SRC-2 recruitment, biochemical; activation, % at 8 µM; 200,000 compounds, 0.34% hits; in the data active = activation above about 22%;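 note: 0% = vehicle and 100% = reference agonist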
TLR4 MyD88 comp = blocks binding of human TLR4 to MyD88. O00206+Q99836. HeLa CL3-4 TLR4/MyD88 BLA complementation, FRET ratio. inhibition, % at 8.4 µM. 200,000 compounds, 0.18% hits; in the data active = inhibition above about 25%;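 note: 0% = vehicle and 100% = reference inhibitor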
TR-FRET SRC-2 ct = TR-FRET artefact, counter-screen to PPARgamma/SRC-2 agonist assay; stronger effect = higher value; TR-FRET ratio at 8 µM; 200,000 compounds, 0.4% hits; in the data active = TR-FRET ratio above about 2000; note: inactives centre near 1500
RAM network inh = yeast RAM network inhibition | 190,000 compounds, 1.8% hits | AID 868 | S. cerevisiae dse1pr::URA3 reporter, 5-FOA growth OD615, 2 d; analog-sensitive cbk1-as2 kinase mutant strain | inhibition, % at 50 µM;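 active = inhibition above a set limit, 3 SD over mean compound inhibition, cut at about 8.4% in these data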;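 note: 0% = DMSO-only wells with no growth and 100% = 10 µM 1-NA-PP1 full growth; inhibition rescues growth on 5-FOA so higher OD means more RAM inhibition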
STAT1 blocker = STAT1 signaling inhibition; NIH 3T3 STAT1-luciferase reporter, IFN-gamma, luminescence; inhibition, % at 5.5 µM; 200,000 compounds, 0.35% hits;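 active = inhibition above a set limit, the mean inhibition across all tested compounds plus 3 SD, cut at about 34% in these data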;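 note: 0% = IFN-gamma with DMSO and 100% = IFN-gamma with 300 µM nifuroxazide; values of inactives mirror those of a sister screen read the other way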
STAT3 blocker = inhibitors of IL-6 induced STAT3 signaling; inhibition, % at 5.5 µM; AID 862; 190,000 compounds, 0.89% hits; U3A cells, IL-6 STAT3-luciferase reporter, luminescence; host cell line lacks STAT1;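 active = inhibition above the mean inhibition across all screened compounds plus 3 SD, cut at about 44% in these data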;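 note: 0% = DMSO only wells and 100% = 100 µM nifuroxazide control wells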
ROMK mod = human ROMK K+ channel modulation, primary screen; Tet-inducible ROMK, thallium flux fluorescence; actives lie on both sides; B-score at 10 µM; 130,000 compounds, 2% hits; AID 1918;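 active = signal ratio slope over the read window, or its plate-corrected B-score, at least 3 SD from the plate mean, either direction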;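 note: B-score of the F/F0 ratio slope over 7 to 12 s after thallium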
Target sequence (P48048 whole entry, looked up): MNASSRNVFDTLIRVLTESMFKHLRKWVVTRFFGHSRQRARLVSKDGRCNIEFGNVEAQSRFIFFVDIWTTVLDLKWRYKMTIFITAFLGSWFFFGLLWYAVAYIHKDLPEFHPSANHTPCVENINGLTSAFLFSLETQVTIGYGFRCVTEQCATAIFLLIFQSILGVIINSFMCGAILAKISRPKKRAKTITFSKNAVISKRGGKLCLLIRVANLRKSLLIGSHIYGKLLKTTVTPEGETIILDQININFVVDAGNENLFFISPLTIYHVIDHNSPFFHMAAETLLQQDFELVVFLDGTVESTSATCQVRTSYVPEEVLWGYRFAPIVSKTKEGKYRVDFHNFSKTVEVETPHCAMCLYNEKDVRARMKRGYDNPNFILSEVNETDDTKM
Active calls of the source: *; . = not tested or not shown.

Value order: S1P3 antag, PPARg SRC-1 ag, STAT3 act, PPARg SRC-3 ag, PPARg SRC-2 ag, TLR4 MyD88 comp, TR-FRET SRC-2 ct, RAM network inh, STAT1 blocker, STAT3 blocker, ROMK mod
CCOC(=O)C1CCCN(CC(O)COc2cccc(C)c2)C1 (stereo unspecified)
→ -3, 0, 97, 0, 2, 6, 1828, 1.9, 13, 8, 0.03
CCOc1ccc(C(=O)NCCO)cc1
→ 15, -3, 103, -1, 2, 12, 1315, 1.6, -7, 1, 1.3
COCCN(C(=O)CCc1nnc(CCc2c[nH]c3ccccc23)o1)C(C)C
→ -8, 1, 105, 0, 4, -3, 1435, 0.5, 4, -1, 2.2
C#Cc1ccc([C@@H]2C=C(C(=O)Nc3ccccc3)O[C@H](OCC)[C@H]2CCCO)cc1
→ -9, -8, ., -6, -9, 0, 1359, 1.9, 4, ., .
Cc1nccn1CCc1nc(N)nc(N)n1
→ -30, 6, 100, -17, -8, 3, 1457, 0.8, 3, 6, .
COc1ccc(C(=O)NCCSc2ccccc2)cc1
→ 2, 6, 67, 4, 11, 10, 1445, -0.5, -63, 41, -0.94
Cc1ccc(NC(=O)CCc2nc3ccccc3s2)c(O)c1
→ -11, -2, 117, -1, 2, 7, 1470, 0.0, 5, -19, 0.45
O=C(c1n[nH]c(=O)c2ccccc12)N1CCN(C2c3ccccc3-c3ccccc32)CC1
→ -14, -3, 94, 0, 0, 5, 1486, 0.8, 3, 14, .
CCCCC(=O)N/N=C(\C)c1cccc(NC(=O)C2CC2)c1
→ 6, -2, 99, 2, 5, 6, 1550, 0.0, 1, -1, 0.63
COc1ccc(C2C(=O)N(C3CCCCC3)CC(=O)N2C2CCCC2)cc1 (stereo unspecified)
→ ., 7, 101, -1, 4, 1, 1559, -1.7, 0, 8, 0.71
O=C(OCC(=O)N1CCN(C(=O)c2ccco2)CC1)c1cn(-c2ccccc2)nc1-c1ccccc1
→ -4, 5, 93, 0, 5, 6, 1529, 3.6, -6, 16, .
CN(C)C(CNc1ccc([N+](=O)[O-])cc1C#N)c1ccccc1 (stereo unspecified)
→ 4, -5, 92, -5, -8, -14, 1267, 3.5, -6, 14, -0.86
N=c1c(C(=O)NCc2ccc3c(c2)OCO3)cc2c(=O)n3ccccc3nc2n1Cc1cccnc1
→ -4, -1, 97, 2, -3, -2, 1689, 1.9, -2, 8, .
CC1=CC=CC2=NC(=O)CC(C)(C(=O)O)N12 (stereo unspecified)
→ -7, 3, 99, 4, -9, -1, 1541, 1.2, 9, 4, -0.058
O=C(/C=C/c1ccccc1Cl)c1ccc[nH]1
→ 12, 12, 94, 3, 2, -5, 1534, 0.7, 15, 12, 0.14
CCc1cccc(CC)c1NC(=S)NCc1ccc2[nH]c(C)cc2c1
→ -4, 6, 101, 1, 1, -2, 1360, 7.1, 4, -1, 0.82
N#CCSc1nc2[nH]ncc2c(=O)n1-c1ccccc1Br
→ -33, 3, 106, 6, 1, 4, 1682, 1.5, 3, -4, .
CCOc1ccc2nc(NC(=O)c3ccoc3C)sc2c1
→ -5, -1, 38, 0, -3, -6, 1505, 2.9, 32, 79*, .
O=C(CSCc1nc2ccccc2[nH]1)Nc1ccc2ccccc2c1
→ ., 6, 99, 6, -2, -15, 1458, 0.8, -11, 1, .
CCOC(=O)C1CCN(S(=O)(=O)c2ccc(OC)c(OC)c2)CC1
→ ., 2, 95, -10, -2, -5, 1400, 2.0, -3, 12, 0.74

The last 3 entries of the part above come first, to join the parts.
Value order: S1P3 antag, PPARg SRC-1 ag, STAT3 act, PPARg SRC-3 ag, PPARg SRC-2 ag, TLR4 MyD88 comp, TR-FRET SRC-2 ct, RAM network inh, STAT1 blocker, STAT3 blocker, ROMK mod
CCOc1ccc2nc(NC(=O)c3ccoc3C)sc2c1
→ -5, -1, 38, 0, -3, -6, 1505, 2.9, 32, 79*, .
O=C(CSCc1nc2ccccc2[nH]1)Nc1ccc2ccccc2c1
→ ., 6, 99, 6, -2, -15, 1458, 0.8, -11, 1, .
CCOC(=O)C1CCN(S(=O)(=O)c2ccc(OC)c(OC)c2)CC1
→ ., 2, 95, -10, -2, -5, 1400, 2.0, -3, 12, 0.74
O=C(Nc1ncn[nH]1)c1ccc(Cl)cc1Cl
→ -11, 1, 105, -1, 11, -12, 1629, 0.4, -5, 2, 0.02
Cn1c(CN2CCOCC2)nnc1SCc1ccccc1
→ ., -1, 91, 10, 3, 12, 1560, 0.8, 6, 18, -1.2
CC(C)OCCCNC(=O)NC(=O)c1ccc(Cl)cc1
→ 4, -3, 101, -7, 1, 6, 1512, 0.2, 4, 3, 0.5
Cc1ccc(CCNC(=O)C23CN(Cc4ccccc4)CC2C(c2cccc([N+](=O)[O-])c2)=NO3)cc1 (stereo unspecified)
→ ., -5, 110, 6, -4, -2, 1517, 2.8, -1, -6, .
CCOC(=O)Cn1nc(C)n(-c2ccc(Br)cc2)c1=O
→ -14, -6, 98, -4, -4, 3, 1436, -0.4, 1, 4, 1.3
COc1ccccc1N1CCN(C(=O)/C=C/c2ccccc2)CC1
→ ., -5, 104, 5, -4, 11, 1506, -0.7, -7, -1, .
CCN(CC)c1nc2n(c(=O)n1)CCN2CC
→ -3, -6, 101, -5, -4, 3, 1449, 1.3, -1, 5, .
Cc1ccc(C(=O)Nc2ccc(S(=O)(=O)N3CCc4ccccc4C3)cc2)o1
→ 7, 7, 94, 7, 9, -9, 1646, 4.3, 11, 9, 1
N/C(=N\OC(=O)Cc1ccccc1[N+](=O)[O-])c1cccnc1
→ -9, -3, 102, -5, -7, 5, 1429, 0.0, -4, 4, 0.35
CC(C)(C)N/N=C/c1cc(Cl)cc([N+](=O)[O-])c1O
→ 0, 8, 99, 1, -6, 3, 1591, -0.8, 7, -2, 2.8
CC1CN(C(=O)N2CCCCC2)CCN1C(=O)N1CCCCC1 (stereo unspecified)
→ 0, 2, 104, -4, 3, 18, 1506, 1.5, 4, -2, 1.2
Cc1nn(CC(=O)Nc2ccccn2)c(C)c1[N+](=O)[O-]
→ ., 5, 105, 9, -2, -3, 1427, -0.4, -3, 2, -0.008
Cc1cc(N2CCN(C)CC2)nc2ccc(NC(=S)N3CCN(c4ccc(Cl)cc4)CC3)cc12
→ -7, 20, 92, 6, 8, -9, 1684, -0.5, -1, 11, 0.26
O=C(O)CCC(=O)N(Cc1ccco1)c1nc(-c2ccccc2)cs1
→ 5, 7, 101, -2, 0, -6, 1454, 3.1, -1, 8, .
CCCCCCCCOc1ccc(C2OC34CCCCC3C(C#N)(C#N)C2(C#N)C(=N)O4)cc1 (stereo unspecified)
→ ., -3, 99, -3, -1, -2, 1663, 0.7, -13, 5, .
CC(C)(C)C(=O)Nc1ccc(C(=O)N/N=C/c2ccccc2OC(=O)c2ccccc2)cc1
→ ., 4, 100, 0, 4, -9, 1541, 0.0, 3, 10, .
CC(C)(C)NC(=O)CCCCCCCC(=O)NC(C)(C)C
→ -2, 2, 103, 1, 1, 7, 1477, 1.7, 17, 1, 0.17
Cc1ccnc(NC(=O)C2CCN(S(=O)(=O)c3cccc4nsnc34)CC2)c1
→ -14, 6, 78, 4, -1, 6, 1440, -0.1, 5, 29, .
C/C(CC(C)C)=N\Nc1ccc(S(N)(=O)=O)cc1[N+](=O)[O-]
→ -1, 7, 102, -2, -3, -5, 1669, 0.8, 3, 6, -1.1
COc1cccc(/C=N/NC(N)=S)c1OS(=O)(=O)c1ccccc1
→ ., 2, 93, 1, 13, 1, 1667, 3.0, 5, 12, 0.42

Three entries already listed, sorted by the number in S1P3 antag, low to high:
| Structure | S1P3 antag | PPARg SRC-1 ag | STAT3 act | PPARg SRC-3 ag | PPARg SRC-2 ag | TLR4 MyD88 comp | RAM network inh | STAT1 blocker | ROMK mod |
| --- | --- | --- | --- | --- | --- | --- | --- | --- | --- |
| O=C(c1n[nH]c(=O)c2ccccc12)N1CCN(C2c3ccccc3-c3ccccc32)CC1 | -14 | -3 | 94 | 0 | 0 | 5 | 0.8 | 3 | . |
| CN(C)C(CNc1ccc([N+](=O)[O-])cc1C#N)c1ccccc1 (stereo unspecified) | 4 | -5 | 92 | -5 | -8 | -14 | 3.5 | -6 | -0.86 |
| O=C(/C=C/c1ccccc1Cl)c1ccc[nH]1 | 12 | 12 | 94 | 3 | 2 | -5 | 0.7 | 15 | 0.14 |

Next section:
Value order: S1P3 antag, PPARg SRC-1 ag, STAT3 act, PPARg SRC-3 ag, PPARg SRC-2 ag, TLR4 MyD88 comp, TR-FRET SRC-2 ct, RAM network inh, STAT1 blocker, STAT3 blocker, ROMK mod
Cc1ccc(S(=O)(=O)Nc2cccc(/C=C/C(=O)O)c2)cc1
→ ., -13, 106, -6, -1, 9, 1517, -0.5, -4, 1, 1.3
CC(=O)CSc1nnc(-c2ccncc2)n1C
→ ., -2, 117, -4, 8, -8, 1553, 1.9, -3, -23, 0.9
CCN(c1ccccc1)S(=O)(=O)c1cc(C(=O)Oc2ccc3c(C)cc(=O)oc3c2)ccc1C
→ -9, -3, 99, -1, -5, -8, 1605, 3.3, 5, -2, -0.69
Brc1ccc(-c2csc(N/N=C/c3ccc4c(c3)OCO4)n2)cc1
→ -9, 2, 99, -1, -7, -8, 1473, 4.9, -12, 5, 0.028
O=C(O)C1CCCCC1C(=O)Nc1ccccc1F (stereo unspecified)
→ -1, 5, 95, -4, 2, -5, 1422, 1.6, -6, 10, .
Cc1cccc(NC(=S)NC(=O)C(c2ccccc2)c2ccccc2)n1
→ ., -1, 105, 8, -2, -12, 1452, ., -1, 0, .
CC(C)N(C(=O)Cn1cc(SCC(=O)NCC2CCCO2)c2ccccc21)C(C)C (stereo unspecified)
→ -2, 1, 101, 2, 1, -2, 1473, 1.1, 0, 1, -1.2
COc1ccccc1OCCCCCCN1CCOCC1
→ -1, -5, 97, 0, 0, 3, 1501, 2.3, -3, 8, -0.55
CCOC(=O)c1cnc2ccc(C(=O)OC)cc2c1Nc1cccc(C(=O)O)c1
→ -9, 0, 101, 2, 3, 6, 1446, 4.5, -4, 3, 0.33

The order is random; any-hit rate near 5.6%.
